Source: PubChem BioAssay (several laboratories)
LYPLA2 counter = LYPLA2 inhibitors, primary screen, counter-screen for PME1 inhibitor project, biochemical, fluorescence polarization, FP-Rh probe ABPP; Acyl-protein thioesterase 2 (Homo sapiens), O95372; recombinant LYPLA2; inhibition, % at 5.9 µM; 0.38% of 320,000 active; AID 2177, 2009;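 active = inhibition above the screen-wide mean plus 3 SD, limit set per campaign, cut at about 26% in these data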;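 also: 0% = LYPLA2 with DMSO and 100% = wells lacking LYPLA2 enzyme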
Target sequence (O95372 whole entry, looked up): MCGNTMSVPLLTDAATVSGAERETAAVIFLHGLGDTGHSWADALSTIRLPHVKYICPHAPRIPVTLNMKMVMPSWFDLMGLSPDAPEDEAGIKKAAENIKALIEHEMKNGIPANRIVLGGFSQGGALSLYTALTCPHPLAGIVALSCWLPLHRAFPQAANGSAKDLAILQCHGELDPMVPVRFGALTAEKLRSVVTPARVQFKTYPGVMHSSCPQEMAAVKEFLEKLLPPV
PP5 inh = PP5 phosphatase inhibitors, primary screen, biochemical, fluorescence | inhibition, % at 6.7 µM | AID 1987, 2009 | purified PP5c, OMFP substrate fluorescence | Serine/threonine-protein phosphatase 5 (Homo sapiens), P53041 | 0.18% of 320,000 active;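 active = inhibition above the campaign's mean inhibition across all tested compounds plus 3 SD, cut at about 9.5% in these data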;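 also: 0% = DMSO only and 100% = 100 µM cantharidin control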
HCV core dimer = inhibitors of HCV core protein dimerization, primary screen, biochemical, TR-FRET, high-throughput; TR-FRET GST/Flag-core106 dimerization, 1536-well; inhibition, % at 5 µM; 0.33% of 300,000 active;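 active = inhibition above the mean of all tested compounds plus 3 SD, set per screening campaign, cut at about 45% in these data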
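Assay system: Tagged HCV core106 pair (GST and Flag) | Buffer or medium: KF-containing HEPES buffer, pH 7.45, DTT, CHAPS, BSA | Also added: Eu donor and XL665 acceptor anti-tag antibodies | Dosing: One concentration, 5 µM, in 0.5% DMSO | Timing: 4 h at 22.5 °C | Technique: TR-FRET 671 and 617 nm emission | Repeats: Singlicate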
Efflux pump inh = inhibitors of Candida efflux pumps in yeast, primary screen, S. cerevisiae, Nile Red, multiplex | S. cerevisiae Candida pump triplex | 0.44% of 330,000 active | inhibition, % at 10 µM;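 active = plate passing quality check with inhibition over a set limit, or well fluorescence over plate mean plus 4 SD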;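 also: Nile Red retained in pooled yeast measured as flow cytometry median fluorescence; 0% = buffer negative control and 100% = Enniatin B positive control; higher means more Nile Red kept so more efflux inhibition; some compounds called inactive have numbers as strong as hits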
PREPL inh = PREPL enzyme inhibitors, primary screen, biochemical, fluorescence polarization | Prolyl endopeptidase-like (Homo sapiens), Q4J6C6 | recombinant PREPL, fluorescence polarization activity-based probe | inhibition, % at 5.96 µM | 0.68% of 320,000 active; in the data active = inhibition above about 43%;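 also: 0% = enzyme with DMSO and 100% = wells lacking enzyme; many of its hits are not listed in these tables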
Target sequence (Q4J6C6 whole entry, looked up): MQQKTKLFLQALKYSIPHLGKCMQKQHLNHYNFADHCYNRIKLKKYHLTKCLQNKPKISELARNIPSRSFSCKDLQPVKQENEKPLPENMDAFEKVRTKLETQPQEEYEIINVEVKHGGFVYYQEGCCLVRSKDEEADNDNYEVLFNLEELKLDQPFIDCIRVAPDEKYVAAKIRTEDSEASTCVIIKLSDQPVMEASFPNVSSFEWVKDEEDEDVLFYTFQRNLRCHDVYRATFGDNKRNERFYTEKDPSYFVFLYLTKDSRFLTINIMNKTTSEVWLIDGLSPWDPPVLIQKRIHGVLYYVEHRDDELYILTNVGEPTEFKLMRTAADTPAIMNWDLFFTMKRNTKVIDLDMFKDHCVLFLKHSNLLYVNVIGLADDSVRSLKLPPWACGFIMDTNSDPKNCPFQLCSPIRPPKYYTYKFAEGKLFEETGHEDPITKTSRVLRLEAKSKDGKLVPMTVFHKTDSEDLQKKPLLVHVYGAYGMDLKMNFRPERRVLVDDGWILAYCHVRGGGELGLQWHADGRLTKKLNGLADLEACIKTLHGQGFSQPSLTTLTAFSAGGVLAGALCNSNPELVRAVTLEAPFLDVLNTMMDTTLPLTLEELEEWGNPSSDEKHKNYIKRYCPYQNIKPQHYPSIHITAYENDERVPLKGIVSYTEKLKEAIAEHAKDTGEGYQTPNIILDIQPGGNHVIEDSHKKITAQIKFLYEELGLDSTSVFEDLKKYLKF
PP1 inh = PP1-alpha phosphatase inhibitors, primary screen, counter-screen for PP5 inhibitor project, biochemical, fluorescence, OMFP substrate, single point | Serine/threonine-protein phosphatase PP1-alpha catalytic subunit (Homo sapiens), P62136 | purified PP1alpha | inhibition, % at 6.7 µM | 0.9% of 320,000 active;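 active = inhibition above the mean inhibition of all tested compounds plus 3 SD, computed separately for each screening campaign, cut at about 15% in these data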
CTSL1 counter = Fasciola hepatica cathepsin L1 inhibitors, primary screen, counter-screen for PFM18AAP inhibitor project, biochemical, QFRET, fluorogenic peptide substrate | 0.49% of 300,000 active | inhibition, % at 5.96 µM | recombinant F. hepatica cathepsin L1, Z-Leu-Arg-MCA fluorescence;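 active = inhibition above the mean of all tested compounds plus 3 SD, set per screening campaign, cut at about 17% in these data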;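 also: 0% = plate median of test compound wells and 100% = 1 µM Z-Phe-Ala-diazomethylketone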
GASC-1 inh = inhibitors of GASC-1 histone demethylase, primary screen, biochemical, fluorescence, DELFIA europium; inhibition, % at 2.35 µM; AID 2099, 2009; GST-JMJD2C(1-420) H3K9me3 demethylation; 0.069% of 330,000 active;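 active = more than half of a compound's replicate wells show inhibition beyond 50%, single wells judged on their own value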;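 also: signal counts dimethyl H3K9 product captured on neutravidin plate; 0% = median of DMSO wells and 100% = 0.3 times that DMSO median; strong numbers were not always called active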
TPT1 inh = Candida albicans TPT1 enzyme inhibitors, primary screen, biochemical, fluorescence polarization. inhibition, % at 5 µM. 0.81% of 300,000 active. recombinant caTPT1, FP RNA substrate dephosphorylation;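 active = inhibition above the mean of all tested compounds plus 3 SD, set per screening campaign, cut at about 24% in these data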;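 also: plate controls were DMSO alone for no effect and ferristatin control at 100 nM for full effect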
Starred values were filed as active, the others as inactive; nt = not tested or not shown. These rows are one share of the data; the hit share may differ from the screen's.

Second line of a record – LYPLA2 counter, PP5 inh, HCV core dimer, Efflux pump inh, PREPL inh, PP1 inh, CTSL1 counter, GASC-1 inh, TPT1 inh
COc1ccc(NC(=O)CN(C)CC(=O)Nc2ccc(Cl)cc2[N+](=O)[O-])cc1
 : 1, 6.0, 2, 0.3, 9, -2, -2, 4, 1
CCN1CCN(CCCNC(=O)c2cc3c(s2)-c2ccccc2OC3)CC1
 : -6, 0.3, -2, 0.1, 28, -1, 1, 17, 0
CC(C)OC(=O)CSc1nc2c(c(C3CC=CCC3)c1C#N)CCC2 (stereo not given)
 : -3, 1.2, 5, 0.0, 4, 2, 5, -1, 0
N#Cc1cccc(NC(=O)CNc2cccc(S(=O)(=O)N3CCCCC3)c2)c1
 : -1, -1.7, 5, -0.1, 10, 0, -1, 3, 2
Cn1[nH]c(-c2ccccc2)c(/C=N/O)c1=O
 : -6, 1.8, 2, 0.2, 0, -5, -2, 7, -1
CCCN(CCC)C(=O)Cn1c(=O)n(CCCCC(=O)NC2CCCC2)c(=O)c2ccccc21
 : 3, 1.9, 3, 0.0, 12, -6, -3, -1, -4
COc1cc(-c2nc(-c3ccc(NC(=O)c4ccc(Br)o4)cc3)no2)cc(OC)c1OC
 : -43, 3.2, 5, 0.2, 8, 4, 1, -21, 2
CC(C)(C)OC(=O)N[C@@H](C(=O)OC(C)(C)C)c1ccc2c(c1)OCO2
 : 3, 0.9, nt, -0.1, 1, -4, nt, 2, nt
Cc1ccc(CN(C(=O)c2ccco2)C(C(=O)NC2CCCC2)c2cccnc2)cc1 (stereo not given)
 : 1, 1.3, -2, 0.2, 11, 1, -2, 3, -2
O=C(COc1ccc(=O)n(-c2ccccc2)n1)Nc1ccccc1
 : 1, -0.6, 14, -0.1, 2, 1, 0, 1, -4
O=C(O)c1cccnc1-c1ncccc1C(=O)O
 : -6, 3.0, -6, 0.1, -8, 1, -4, nt, 4
O=C(NCc1ccccc1)c1ccc(N2CCC3(CC2)CC(c2ccc(Cl)cc2)=NO3)c([N+](=O)[O-])c1
 : -1, 2.5, 13, 0.2, 12, 11, -6, -20, -3
O=C(COC(=O)C1CC2CCCC(C1)C2=O)NC(=O)c1ccccc1 (stereo not given)
 : 0, -0.7, nt, 0.0, 12, -2, nt, -6, nt
COc1cc(CNCCO)ccc1OCC(=O)Nc1ccc(Br)cc1
 : -2, -0.9, 2, 0.0, 6, 2, 2, -2, -1
CCCCOCCCNc1ncnc2c1[nH]c1ccccc12
 : 0, 2.8, -2, -0.3, 12, 2, -1, -9, 0
Cc1cc(S(=O)(=O)N(Cc2ccccn2)Cc2ccco2)ccc1-n1cnnn1
 : -1, 3.4, 0, -0.1, -5, 0, 0, 2, 0
Cc1ccc(Oc2ncnc3sccc23)cc1
 : 6, 1.6, -3, 0.0, -10, -2, 5, 3, 1
O=C(COc1ncnc2c(Cl)cc(Cl)cc12)NC1CCCCCC1
 : 1, 2.7, 7, 0.0, -4, -5, 0, -10, -2
COc1ccc(NC(=O)CC2C(=O)OCC3CCCCN32)cc1Cl (stereo not given)
 : -5, -0.8, 8, -0.2, 7, -2, 7, -11, 0
COC(=O)c1c(NC(=O)Cc2cccs2)sc2c1CCC(C)C2 (stereo not given)
 : 5, 2.0, 12, -0.1, -4, 0, 0, 3, 0
COc1cc2c(cc1OC)CN(CCOc1ccc(Br)cc1)CC2
 : -1, 0.1, 3, 0.0, 20, -2, 3, 2, 2
O=C(CN1C(=O)NC2(CCCCCC2)C1=O)Nc1ccc(Br)cc1Br
 : 1, 4.5, nt, -0.2, 6, 3, nt, -6, nt
COC(=O)C1=C(C)NC(C)=C(C(=O)OC(C)C)C1c1cccc2nonc12 (stereo not given)
 : -9, 2.5, -4, -0.1, 6, -1, 2, 9, -3
CC1CCCN(C(=O)c2ccc([N+](=O)[O-])o2)C1 (stereo not given)
 : -2, 2.1, 7, 0.0, 2, -1, 1, 0, -2
CC(C)(C)c1ccc(C(=O)NCCC(=O)N2CCCC2)cc1
 : 1, -0.2, -19, 0.1, 19, 0, 1, -14, -5
O=C(CCCOc1ccc(Cl)cc1Cl)NCc1ccccn1
 : 5, 1.9, -3, 0.0, 5, 1, 1, 8, -3
CCOC(=O)CNC(=O)c1cc(C)oc1C
 : 4, 14*, 0, 0.2, 6, -2, 2, -6, -7
COc1ccc(-c2nc(CS(=O)CC(=O)NCc3ccc(Cl)cc3)c(C)o2)cc1 (stereo not given)
 : 0, 2.9, -7, -0.3, -12, 7, -5, 1, -1
C=CCn1c(N)cc(=O)nc1SCC(=O)N1CCN(c2ccc(F)cc2)CC1
 : 7, 2.8, 6, -0.1, 8, -3, -1, 0, 1
Nc1nnc(-c2cccc(F)c2)s1
 : 1, -0.2, -2, -0.1, 1, 0, 4, 24, 2
COc1ccccc1NC(=O)Cn1cnc2sc(C(=O)Nc3cc(OC)c(OC)c(OC)c3)c(C)c2c1=O
 : 18, 4.9, -2, -0.1, -3, -2, 2, -18, 0
O=[N+]([O-])c1nn(-c2ccc3c(c2)OCCO3)n(O)c1=NCc1ccccc1Cl
 : -2, -1.0, -8, 0.1, 12, 1, 0, -10, -28
CCn1c2ccccc2c2nnc(SCC(=O)c3ccccc3)nc21
 : 6, 3.6, 8, 0.0, 13, 3, 2, 9, 2
CSc1ccccc1OCc1cc(C(=O)N2CCc3sccc3C2)no1
 : 2, 0.5, 1, 0.0, -44, 4, 1, 2, -1
O=c1c2c(-c3cccs3)csc2ncn1-n1cccc1
 : 1, 1.4, 3, -0.1, 7, 0, 7, 5, 0
Cc1cc(C)c2c(=O)[nH]n(C3CCCCCC3)c2n1
 : -2, 2.7, -6, 0.1, 1, 5, -3, -9, -1
COc1cc(N2CCCC2)c(OC)cc1/C=C(/C#N)c1ccc(F)cc1
 : 0, 1.7, 0, 0.0, 2, 0, 1, -5, 143*
CC(=O)c1ccccc1OCc1ccc(C(=O)c2ccccc2)cc1
 : -3, -0.5, 15, -0.2, -3, -1, 7, -46, 1
CCC(=O)N(Cc1c(C)nn(-c2ccccc2)c1Cl)c1ccc(Cl)cc1
 : -7, 2.5, 5, 0.3, 2, 1, 3, -1, -2
c1coc(CSSCc2ccco2)c1
 : -1, 0.2, nt, 0.0, -4, -4, nt, -3, nt
Cc1cccc(N2CCN(C(=O)Cn3nc(Cc4ccncc4)c4ccccc4c3=O)CC2)c1C
 : 7, 3.2, -3, 0.0, 20, -1, -1, 7, 2
COc1cc(O)ccc1C=O
 : 0, -1.4, -4, 0.3, 10, 0, 0, 1, 5
COc1ccc(-c2nnn3c2nc(NCc2ccccc2)c2ccccc23)cc1
 : 6, 1.8, -6, 0.1, 10, 0, 1, -3, 0
CC(C)CS(=O)(=O)C1=NN2C(=N)/C(=C\c3ccc(OC(=O)c4ccco4)cc3)C(=O)N=C2S1
 : -5, 3.0, 8, 0.2, 39, 12, 12, -17, 8
Cc1cc(OCCCn2ccnc2)cc(C(C)C)c1
 : 3, -2.2, 2, 0.0, 4, -3, -7, -1, -1
O=C(O)c1ccc2cccc(Cl)c2c1O
 : -3, 0.5, -2, -0.1, 12, 2, 3, 4, 0
O=C(Cn1cc(C(=O)c2cccs2)c2ccccc21)NCc1cccs1
 : -8, -1.6, 18, 0.0, -8, 0, 2, 1, 0
O=C(Cc1ccc(-n2c(=O)c3sccc3n(Cc3ccc(F)cc3)c2=O)cc1)NCc1ccco1
 : -5, 0.8, 7, 0.0, -1, 3, -2, 9, -6
C=C(C)C1CC=C(C)/C(=N/Nc2ccccc2[N+](=O)[O-])C1 (stereo not given)
 : 3, 0.9, 3, 0.1, 5, 1, 0, 5, 1
O=C(CCCC(=O)OCC(=O)c1ccc(Cl)cc1Cl)Nc1cc(C(F)(F)F)ccc1Cl
 : -9, 0.1, 2, -0.1, -9, 2, -50, 2, 2
Cc1onc(-c2c(F)cccc2Cl)c1C(=O)NCc1ccccc1
 : 8, 3.6, -2, -0.2, 13, 4, 4, -21, -2
CCOC(CNC(=O)c1ccc2c(c1)ncn2-c1ccc(F)c(F)c1)OCC
 : 5, -2.0, 2, -0.1, 3, -1, -3, 3, -1
COc1ccc(/C=N/NC(=O)c2ccn[nH]2)cc1Cn1cc([N+](=O)[O-])cn1
 : -6, -1.3, -1, 0.1, -3, -5, 5, 15, 0
Cc1ccc(C)c(SCC(=O)Nc2cccc(S(=O)(=O)NC3=NCCCCC3)c2)c1
 : -7, 5.9, 7, -0.1, 25, 0, -2, -2, 3
C[C@H](NC(=O)c1nc[nH]c1C(=O)N[C@@H](C)c1ccccc1)C(=O)OC(C)(C)C
 : -2, 2.4, 9, 0.1, -2, -1, -3, -1, 0
COc1ccccc1NC(=O)/C(C#N)=C/c1c(C)nn(-c2ccc(F)cc2)c1Cl
 : -6, -3.6, 8, -0.2, 1, 0, -2, 5, -1
O=C(NCCN1CCOCC1)/C(=C/c1ccccc1)NC(=O)c1ccccc1
 : -6, -4.5, -3, -0.2, 18, -6, 0, -3, -2
CCN1C(=O)C2(C(C#N)=C(N)Oc3n[nH]c(-c4ccc(Cl)cc4)c32)c2ccccc21 (stereo not given)
 : -7, 3.0, 0, -0.1, -22, 1, 8, 3, -3
O=C(c1ccc(CN2CCc3ccccc3C2)cc1)N1CCCCC1
 : 3, -0.6, 4, -0.1, 19, -3, -2, 6, -7
Cc1csc2nc(CNS(=O)(=O)c3ccc4c(c3)CCCC4)cn12
 : 4, -0.7, 1, -0.1, -6, 0, 0, 17, -1
Cc1nc2cc(O)ccc2n1C
 : -12, -0.4, 11, 0.0, 6, 0, -4, 2, -1
O=C(Nc1ccc2c(c1)OCO2)c1ccc(Cl)cc1Cl
 : 4, 1.7, 1, 0.1, 3, -2, -2, 7, -2
